# High-throughput results as filed in PubChem BioAssay.
# BLM helicase inh = inhibitors of human Bloom syndrome helicase BLM. AID 2528. actives 0.2% (n = 350,000). Potency, µM (top dose mostly 56.1 µM), without a hit: at the highest dose activity change, negative = inhibition, most hits filed as inhibitors. recombinant BLM DNA unwinding, fluorescence dequenching;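 note: plate controls were vehicle for no effect and no enzyme for full effect; nearly all actives have a fitted effect of over 35% in size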
# Pol beta inh = inhibitors of human DNA polymerase beta; Potency, µM (top dose mostly 114 µM), without a hit: top-dose activity change, negative = inhibition, hits mostly inhibitors; AID 485314; actives 1.3% (n = 340,000); Pol beta primer extension/strand displacement, fluorescence kinetic; note: % is set by controls: 0 for no effect and ±100 for the full control effect
#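 Homogeneous kinetic assay of primer extension and strand displacement by 10 nM Pol beta, preincubated 15 min at room temperature with compound before 50 nM substrate (final) was added. Read at 0 and 10 min; four-parameter Hill fit.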
# Pol iota inh = inhibitors of human DNA polymerase iota. Pol iota fluorescent replication assay, 10 min. Q9UNA4. actives 1% (n = 390,000). Potency, µM (top dose mostly 115 µM), without a hit: at the highest dose activity, negative = inhibition, hits mostly inhibitors
#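 Pol iota at 10 nM preincubated 15 min with compounds at room temperature; reaction started with fluorescent substrate, 50 nM final. Fluorescence read kinetically at 0 and 10 min; buffer-only wells as negative control.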
# G9a inh = G9a (human) methyltransferase inhibition; actives 8.8% (n = 350,000); Potency, µM (doses to about 102 µM), for the others: at the top dose activity, negative = inhibition, actives largely listed as inhibitors; G9a H3K9 monomethylation, AlphaScreen, 2 h; note: % is set by controls: 0 for no effect and ±100 for the full control effect; nearly all actives have a fitted effect of over 75% in size
#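 G9a (20 nM) was preincubated 15 min with compound, then reacted 2 h at room temperature with 500 nM biotin-H3K9 peptide and 20 µM SAM. Monomethyl-H3K9 detected by AlphaScreen using anti-H3K9me1 antibody.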
# Apoferritin bind = binds horse apoferritin like a general anesthetic | apoferritin/1-aminoanthracene competitive binding, fluorescence | Potency, µM (titrated, usually from 77.5 µM), inactives show top-dose activity change, negative = displacement, actives largely listed as inhibitors | actives 0.074% (n = 350,000) | AID 485281; note: % is set by controls: 0 for no effect and ±100 for the full control effect; nearly all actives have a fitted effect of over 20% in size
#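 Horse-spleen apoferritin (10 uM) in 50% saturated 1-aminoanthracene in PBS was incubated 10 min at room temperature with compound. Fluorescence (ex 380, em 535 nm) was normalized to free and bound 1-AMA, with concentration-response fitted by a four-parameter Hill equation.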
# POLK inh = blocks human DNA polymerase kappa activity; Q9UBT6; purified Pol kappa, fluorescent DNA synthesis assay, 10 min; Potency, µM (highest dose often 107 µM), without a hit: at the highest dose activity, negative = inhibition, hits mostly inhibitors; actives 0.53% (n = 400,000); AID 588579; note: % is set by controls: 0 for no effect and ±100 for the full control effect
#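 Activity was followed as the change in fluorescence between reads at 0 and 10 min after starting the reaction with 50 nM substrate. Beforehand, 10 nM polymerase had been preincubated with compound for 15 min at room temperature.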
# BAZ2B inh = inhibitors of human BAZ2B bromodomain; AlphaScreen BAZ2B-H3K14Ac peptide displacement; Potency, µM (highest dose often 114 µM), inactives show at the highest dose activity change, negative = inhibition, usual class: inhibitors; actives 4.4% (n = 360,000); AID 504333; note: % is set by controls: 0 for no effect and ±100 for the full control effect; nearly all actives have a fitted effect of over 60% in size
#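 BAZ2B (50 nM) with biotin-H3(5-23)K14Ac peptide (50 nM) in PBS pH 7.4, 0.01% Tween-20, preformed 30 min, then compound 30 min at room temperature; top concentration 110uM. AlphaScreen streptavidin donor/nickel chelate acceptor beads (10 ug/mL final), 20 min dark, signal read.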
# APEX1 inh = blocks human APE1 abasic DNA cleavage. P27695. recombinant APE1, TAMRA/BHQ-2 abasic DNA cleavage fluorescence. Potency, µM (highest dose often 65.8 µM), without a hit: at the top dose activity change, negative = inhibition, most hits filed as inhibitors. actives 0.35% (n = 350,000). AID 2517;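 note: plate controls were vehicle for no effect and reference inhibitor for full effect; nearly all actives have a fitted effect of over 55% in size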
# Target sequence (P27695 whole entry, looked up): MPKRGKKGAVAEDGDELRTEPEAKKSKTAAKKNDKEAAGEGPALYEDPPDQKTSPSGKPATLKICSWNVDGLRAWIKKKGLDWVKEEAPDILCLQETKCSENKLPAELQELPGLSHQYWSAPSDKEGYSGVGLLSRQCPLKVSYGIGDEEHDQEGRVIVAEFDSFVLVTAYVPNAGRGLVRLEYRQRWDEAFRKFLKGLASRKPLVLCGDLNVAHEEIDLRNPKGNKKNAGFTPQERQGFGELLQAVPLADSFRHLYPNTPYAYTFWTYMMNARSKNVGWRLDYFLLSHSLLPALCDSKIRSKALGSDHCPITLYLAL
#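 Measures dequenching upon AP-site incision of a 5'-TAMRA/3'-BHQ-2 THF-containing duplex, 50 nM; human APE1 0.75 nM after 15 min room-temperature exposure to compound; kinetic three-point read at one-minute spacing.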
# Pol eta inh = inhibitors of human DNA polymerase eta | recombinant Pol eta, fluorescent DNA replication assay | Potency, µM (titrated, usually from 114 µM), without a hit: top-dose activity change, negative = inhibition, most hits filed as inhibitors | actives 1.2% (n = 390,000) | AID 588591; note: % is set by controls: 0 for no effect and ±100 for the full control effect
# Target sequence (Q9Y253 whole entry, looked up): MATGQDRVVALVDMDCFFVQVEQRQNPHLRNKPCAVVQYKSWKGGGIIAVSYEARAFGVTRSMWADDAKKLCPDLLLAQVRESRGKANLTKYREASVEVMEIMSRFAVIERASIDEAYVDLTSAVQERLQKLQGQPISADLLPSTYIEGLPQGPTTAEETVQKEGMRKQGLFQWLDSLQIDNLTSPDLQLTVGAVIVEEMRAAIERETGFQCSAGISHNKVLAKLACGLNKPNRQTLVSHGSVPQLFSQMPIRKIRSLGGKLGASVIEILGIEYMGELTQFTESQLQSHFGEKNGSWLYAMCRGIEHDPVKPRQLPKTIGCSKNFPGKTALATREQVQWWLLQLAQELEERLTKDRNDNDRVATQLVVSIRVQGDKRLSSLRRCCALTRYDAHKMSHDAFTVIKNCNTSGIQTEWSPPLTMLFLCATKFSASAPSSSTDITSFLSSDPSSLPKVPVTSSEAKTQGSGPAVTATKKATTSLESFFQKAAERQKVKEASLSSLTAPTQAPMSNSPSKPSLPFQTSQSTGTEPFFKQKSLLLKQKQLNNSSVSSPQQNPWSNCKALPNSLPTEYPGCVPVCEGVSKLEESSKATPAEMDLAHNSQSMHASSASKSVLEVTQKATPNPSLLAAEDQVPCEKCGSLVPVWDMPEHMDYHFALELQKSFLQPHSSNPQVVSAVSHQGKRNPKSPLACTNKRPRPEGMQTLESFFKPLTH
#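 Fluorescent replication assay: 50 nM final substrate added after a 15 min room-temperature compound preincubation with 10 nM enzyme. Signal taken at 0 min and again at 10 min.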
# * = called active by the depositor; ? = inconclusive; / = not tested or not shown; & = joins results of further samples; [ ] = remark or other dose. Calls come from the whole dose curve; as a rule, active = well fitted curve in the direction sought with a large enough effect; inconclusive = small, poorly fitted or top-dose-only effect, or another doubt; inactive = no such curve, though single readings can be large; an effect the other way counts as inactive or inconclusive. Potency is the fitted concentration of half-maximal effect.
canonical_smiles	BLM helicase inh	Pol beta inh	Pol iota inh	G9a inh	Apoferritin bind	POLK inh	BAZ2B inh	APEX1 inh	Pol eta inh
CCN(C(=O)CSc1ccc2c(c1)OCCO2)C1CCS(=O)(=O)C1 (stereo not drawn)	-4%	6%	19%	22%[59 µM]	-5%	2%	58%[activator]	-1%	-7%
CC(C)(C)OC(=O)N[C@H](Cc1ccccc1)C(=O)N1CCC(C(=O)O)CC1	-4%	27%	0%	-20%	-14%	-7%	-5%	18%	8%
COC(=O)c1ccccc1NC(=O)c1ccc(=O)n(Cc2cccc(C)c2)c1	-2%	-12%	12%	4%[59 µM]	-4%	-11%[60.1 µM]	1%	/	-24%
COc1ccc(Oc2cccc(Cl)c2CNC(=O)CCCC(=O)O)cc1	-3%	-3%	4%	-13%	-4%	-14%	-2%	-9%	-1%
CC1(C)Cc2cccc(OCC(O)CN3CCN(c4ccccn4)CC3)c2O1 (stereo not drawn)	1%	-12%	5%	-7%[59 µM]	-9%	-4%	2%	5%	-6%
C/C(=N/NS(=O)(=O)c1ccc(Br)cc1)c1c[nH]c2ccccc12	-5%	-3%	-3%	/	-10%	-8%	?	-14%	-13%
Cc1cccc(CNc2ccc(C(CC(N)=O)NC(=O)c3ccccc3)cc2[N+](=O)[O-])c1 (stereo not drawn)	-5%	2%	-1%	?	-17%	20%	-7%	-5%	-6%
COc1ccccc1N(C)S(=O)(=O)c1ccc(C(=O)OCC(=O)NCc2cccs2)cc1	-12%	-17%	30%	40%[activator][12.7 µM]	-10%	-3%	-18%	0%	-13%
CCOc1cc(/C=C2\C(=N)N3N=C(CC)SC3=NC2=O)ccc1OCCOc1ccc(NC(C)=O)cc1	-6%	50µM*	29%	-3%	-2%	-9%[60.1 µM]	-1%	20%	-17%
O=C(Cn1c(=O)oc2ccccc21)c1ccccc1	-1%	-15%	16%	18%	3%	-10%	4%	0%	-10%
COc1cccc(NC(=O)CSc2ncc(S(=O)(=O)c3ccccc3)c(=O)[nH]2)c1	-5%	-14%	?	-32%	-7%	9%	-2%	2%	17%
CN(C)/C=C1/C(=O)Nc2ccccc21	-7%	20%	8%	-3%[12.7 µM]	-11%	-12%	4%	-4%	-9%
O=C(NCC(O)c1ccc([N+](=O)[O-])cc1)c1cccc(S(=O)(=O)N2CCCC2)c1 (stereo not drawn)	0%	-6%	73%[activator]	5%	-10%	-6%	-19%	5%	1%
CC(C)CCN1CCC(N)=NC1=O	1%	-2%	97%[activator]	8%	-2%	7%	-1%	-5%	-6%
Cc1ccc(SCC(=O)OCC(=O)N(C)CC(=O)Nc2ccc(F)cc2)cc1	/	/	21%	2%[0.501 µM]	/	-14%	6%	-9%	-7%
COC(=O)c1cc2oc(C)cc2n1CC(=O)Nc1ccc(C)cc1C	-3%	25%	26%	-8%[59 µM]	-7%	3%	-1%	/	4%
CCCn1c(N)c(C(=O)CSc2nnc(C3CC3)n2C2CC2)c(=O)[nH]c1=O	/	/	81%[activator]	/	/	-12%	/	51%	1%
O=C(CSCc1ccccc1Cl)NCCSc1ccccn1	-6%	2%	81%[activator]	0%	-19%	-12%	-9%	8%	-10%
Cc1cccc(OCc2nc3c4c(ncn3n2)-c2ccccc2CC42CCCC2)c1	-2%	-1%	13%	23%[59 µM]	8%	5%	14%	14%	-23%
COc1ccc(CN2CCN(C)CC2)cc1OCc1ccccc1	0%	13%	-19%[58.9 µM]	?	-10%	2%	-8%	2%	-7%
COc1ccc(CCNC(=O)c2ccc3c(c2)c(C)c(C)n3Cc2ccccc2)c(OC)c1OC	-7%	-1%	18%	-39%[59 µM]	45%[activator]	-12%	-22%	/	-18%
CCOC(=O)Cc1ccc(NC(=O)N2CC(C)Oc3ccc(Cl)cc32)cc1 (stereo not drawn)	3%	20%	33%[activator]	-23%[59 µM]	?	1%	-3%	/	-19%
COc1cc(/C=N/NC(=O)c2ccccc2Cl)ccc1Oc1ccc([N+](=O)[O-])cn1	-10%	?	9%	-33%	-19%	1%	-29%	?	-21%
Cc1cccc(NC(=O)c2ccc3snnc3c2)c1C	-2%	0%	49%[activator]	5%[59 µM]	-11%	-10%	-1%	/	-13%
c1ccc(CC2CCN(Cc3nc(-c4ccccc4)no3)CC2)cc1	-7%	-17%	-10%	-25%[59 µM]	-14%	-24%	38%	-1%	-9%
ClC(Cl)c1nnc(-c2ccccc2)c(-c2c[nH]c3ccccc23)n1	-7%	19%	45%[activator]	-10%[59 µM]	-15%	-24%	-33%	-5%	-13%
NCC(=O)CCC(=O)O	-9%	/	5%	-17%[12.7 µM]	-7%	-3%	11%	19%&2%	3%
COc1ccc2c(c1)C=C(CN1CCN(Cc3ccccc3C)C(CCO)C1)CO2 (stereo not drawn)	-6%	8%	?	?	7%	?	?	15%	-99%
C=CCn1c(NCCc2ccccc2)nc2c1c(=O)n(C)c(=O)n2C	3%	0%	8%	9%[12.7 µM]	-6%	11%	7%	1%	3%
O=C(Cc1cccs1)Nn1c(Cc2cccs2)nc2ccccc2c1=O	-3%	1%	2%	?	-10%	-11%	?	8%	-6%
C=CCn1c(NC(=O)c2ccccc2)nc2ccccc21	-2%	-19%	20%	/	-5%	0%	6%	-6%	-17%
Cc1nc2[nH]c(=O)c3c(n2n1)NC1=C(C(=O)CC(C)(C)C1)C3c1ccc(F)cc1 (stereo not drawn)	-1%	9%	15%	-9%	2%	1%	8%	-1%	-9%
CC(Sc1nnc(C(F)(F)F)n1C)C(=O)Nc1ccc(N2CCOCC2)cc1 (stereo not drawn)	/	/	-15%	/	/	3%	/	-5%	0%
COc1ccc(OCc2cc(C(=O)N(C)Cc3cnccn3)no2)c(Cl)c1	-1%	-3%	-14%	4%	-21%	-22%	-16%	-10%	-6%
Cc1cc(NS(=O)(=O)c2ccc(NC(=O)CCSc3ccc(F)cc3)cc2)nc(C)n1	-1%	25%	?	-27%	0%	-10%	-11%	?	-6%
COc1ccccc1NC(=O)Cc1c(C(=O)O)[nH]c2ccc(Cl)cc12	-4%	?	-23%	-35%[59 µM]	6%	-9%[60.1 µM]	-9%	/	-20%
N#Cc1c(C(F)(F)F)cc(-c2ccccc2Cl)[nH]c1=O	-2%	11%	?	-9%[59 µM]	11%	-1%	2%	22%	-2%
COc1ccc(CNC(=O)C23CC4CC(CC(Br)(C4)C2)C3)cc1	0%	35%	4%	1%[59 µM]	3%	-1%	10%	4%[12.4 µM]	-14%
Cc1ccc(CN2C(=O)CSC(C)C2=O)cc1 (stereo not drawn)	-4%	30%	56%[activator]	19%[2.33 µM]	-22%	-14%	17%	3%	-9%
Cc1ccc(Cl)cc1N1CCN(C(=O)CSc2nnc3n2C(C)(C)Cc2ccccc2-3)CC1	-5%	?	-2%	8.9µM*	-5%	-5%	3%	1%	4%
CCC(=O)Nc1nonc1-c1nc2ccccc2n1CC(C)C	-3%	-9%	73%[activator]	-8%[12.7 µM]	-18%	0%	3%	7%	3%
CC(C)NC[C@@H](O)COc1ccc(COCCOC(C)C)cc1	3%	/	/	6%[21.5 µM]	9%[29.3 µM]	-6%[19.4 µM]	/	-2%	/
C=C1SC(=Nc2c(C)cc(C)cc2C)N(C(=O)c2sc3ccccc3c2Cl)C12CCCCC2	-7%	16%	8%	-41%	4%	-7%	-8%	-2%	-18%
COc1cccc(-c2nc(SCC(=O)N3CCc4ccccc43)c3c(=O)n(C)c(=O)n(C)c3n2)c1	-3%	2%	21%	11%[59 µM]	-1%	-3%[60.1 µM]	35%[activator]	/	-9%
Cc1cccc(C2=NN(c3ccccc3)[C@@H](C(=O)N3CCOC3=O)[C@@H]2c2ccc(F)cc2)c1	-13%[75.6 µM]	/	2%	76%[activator][59 µM]	291%[activator]	9%	/	18%&-10%	-11%
CN(C)CCNC(=O)c1coc(=O)c(Br)c1	2%	29%	?	16µM*	54%[activator]	-3%	?	16%	9%
Cc1ccc(S(=O)(=O)Nc2ccc3c(c2)C(=O)N([C@H](C)CO)C[C@@H](C)[C@@H](CN(C)C(=O)Nc2cccc4ccccc24)O3)cc1	/	/	33%[activator]	/	/	-4%	/	22%	-14%
Cc1n[nH]c(C)c1S(=O)(=O)N1CCCC(C(=O)O)C1 (stereo not drawn)	/	/	?	/	/	-2%	/	7%	-2%
Cc1ccc2c(CNCCc3ccco3)c(C(=O)O)n(Cc3ccc(F)cc3)c2c1	-3%	-2%	8%	?	-4%	-10%	-35%	/	-13%
O=C(O)CC1C(=O)OCN1C(=O)OCc1ccccc1 (stereo not drawn)	0%	27%	-9%	20%[59 µM]	-4%	-18%	-3%	-3%	0%
CCOc1ccc2nc(SCC(=O)N3c4ccccc4Sc4ccccc43)c(C#N)cc2c1	-3%	0%	7%	19%	-2%	-1%	6%	-6%	-18%
CC1Cc2ccccc2N1CC(=O)Nc1ccc(S(N)(=O)=O)cc1 (stereo not drawn)	-5%	-8%	-1%	-108%[59 µM]	-4%	-7%	79µM*	-4%	-9%
O=c1[nH]c(-c2ccccc2)c(-c2ccccc2)o1	-3%	4%	28%	45µM*	-7%	10%	-30%	4%	-11%
Cc1ccc(CS(=O)Cc2ccc(C(=O)NC3CCC(C)CC3)o2)cc1 (stereo not drawn)	1%	-16%	38%[activator]	-5%	-1%	-15%	-1%	8%	-9%

# Looked up one by one from the entries so far (2):
canonical_smiles	BLM helicase inh	Pol beta inh	Pol iota inh	G9a inh	Apoferritin bind	POLK inh	BAZ2B inh	APEX1 inh	Pol eta inh
COc1ccccc1NC(=O)Cc1c(C(=O)O)[nH]c2ccc(Cl)cc12	-4%	?	-23%	-35%[59 µM]	6%	-9%[60.1 µM]	-9%	/	-20%
CN(C)CCNC(=O)c1coc(=O)c(Br)c1	2%	29%	?	16µM*	54%[activator]	-3%	?	16%	9%

# A portion of the library; count on the stated rates, not on these rows.
